Assay outcomes as filed in PubChem.
Runt-SMMHC FRET – inhibitors of RUNX1 Runt–CBFb-SMMHC binding, primary screen, biochemical, FRET, Cerulean-Runt, Venus-CBFb-SMMHC, uHTS | Runt-related transcription factor 1 (Homo sapiens) + Core-binding factor subunit beta … | Cerulean-Runt/Venus-CBFb-SMMHC FRET ratio 530/480, 1 h | inhibition, % at 20 µM | 220,000 compounds, 0.74% hits | AID 1434, 2008;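 active = mean inhibition across duplicate retests at 20 µM reaching about 50%, limit read from the data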;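 note: 0% = DMSO wells and 100% = wells with excess untagged CBFb-SMMHC; inhibitors lower the FRET ratio by blocking Runt binding to CBFb-SMMHC; some results filed as inactive read as strong as hits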
TRPML3 ag – human TRPML3 channel agonists, primary screen, cell-based, HEK293 TRPML3-YFP, Fluo-8 calcium fluorescence, 3 µM; Mucolipin-3 (Homo sapiens), Q8TDD5; 100% = the carbachol control signal; activation, % at 3 µM; 220,000 compounds, 0.29% hits; AID 1448, 2008;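 active = activation above its plate's cutoff, the mean activation of the plate's test wells plus 3 SD, cut at about 12% in these data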;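 note: 0% = DMSO only wells and 100% = carbachol wells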
Target sequence (Q8TDD5 whole entry, looked up): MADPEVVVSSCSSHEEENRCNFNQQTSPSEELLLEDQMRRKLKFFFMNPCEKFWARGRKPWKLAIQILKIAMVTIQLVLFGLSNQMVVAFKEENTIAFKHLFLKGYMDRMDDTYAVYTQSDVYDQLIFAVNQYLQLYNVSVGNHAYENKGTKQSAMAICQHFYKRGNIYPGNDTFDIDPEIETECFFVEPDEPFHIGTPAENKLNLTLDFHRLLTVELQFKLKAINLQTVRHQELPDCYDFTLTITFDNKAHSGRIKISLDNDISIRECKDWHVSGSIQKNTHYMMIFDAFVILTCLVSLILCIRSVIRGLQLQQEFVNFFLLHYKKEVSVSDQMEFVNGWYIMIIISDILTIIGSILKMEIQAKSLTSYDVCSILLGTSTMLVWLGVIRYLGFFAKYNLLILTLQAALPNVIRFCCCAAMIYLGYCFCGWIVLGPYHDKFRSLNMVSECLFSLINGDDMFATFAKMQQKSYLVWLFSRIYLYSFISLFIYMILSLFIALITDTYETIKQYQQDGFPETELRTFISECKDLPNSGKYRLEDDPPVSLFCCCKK
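Test system – HEK293 line with stable expression of human TRPML3-YFP channel · Control set – carbachol 87 µM final as high control (100%), DMSO as low control (0%) · Signal – Fluo-8 calcium dye fluorescence, ex 470-495, em 515-575 nm · Incubation – 1-h 37 °C dye load, 5-s basal, 120-s post-compound reads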
p47phox inh – p47phox/p22phox peptide binding inhibitors, primary screen, biochemical, uHTS, NADPH oxidase regulatory subunit; Neutrophil cytosol factor 1 (Homo sapiens), P14598; fluorescence polarization, 2 h; inhibition, % at 24.7 µM; 220,000 compounds, 0.53% hits; AID 1274, 2008;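 active = inhibition above about 30%, limit read from the data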;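 note: 0% = p47phox with labelled peptide and 100% = labelled peptide alone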
EBV gp42 inh – Epstein-Barr virus gp42 inhibitors, primary screen, biochemical, uHTS, fluorescence polarization. 220,000 compounds, 0.42% hits. Fluorescence polarization binding assay, mP read-out. inhibition, % (tested at 21.74 µM); in the data active = inhibition above about 50%
MDM2 E3 inh – MDM2-luciferase reporter signal enhancers, primary screen, MDM2 E3 ligase inhibitor project, cell-based, luminescence, 1536-well; E3 ubiquitin-protein ligase Mdm2 (Homo sapiens), Q00987; cell-based MDM2 ubiquitination luciferase reporter, 2 h; 0 = plate control, 100 = twice control, blank-subtracted; signal enhancement, % at 5 µM; 210,000 compounds, 0.11% hits; AID 1230, 2008;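 active = signal enhancement of 30% or more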;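 note: luminescence tracks abundance of the self-degrading MDM2-luciferase fusion protein; higher signal means inhibition of MDM2 E3 ligase activity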
Target sequence (Q00987 whole entry, looked up, the tested form may be a part): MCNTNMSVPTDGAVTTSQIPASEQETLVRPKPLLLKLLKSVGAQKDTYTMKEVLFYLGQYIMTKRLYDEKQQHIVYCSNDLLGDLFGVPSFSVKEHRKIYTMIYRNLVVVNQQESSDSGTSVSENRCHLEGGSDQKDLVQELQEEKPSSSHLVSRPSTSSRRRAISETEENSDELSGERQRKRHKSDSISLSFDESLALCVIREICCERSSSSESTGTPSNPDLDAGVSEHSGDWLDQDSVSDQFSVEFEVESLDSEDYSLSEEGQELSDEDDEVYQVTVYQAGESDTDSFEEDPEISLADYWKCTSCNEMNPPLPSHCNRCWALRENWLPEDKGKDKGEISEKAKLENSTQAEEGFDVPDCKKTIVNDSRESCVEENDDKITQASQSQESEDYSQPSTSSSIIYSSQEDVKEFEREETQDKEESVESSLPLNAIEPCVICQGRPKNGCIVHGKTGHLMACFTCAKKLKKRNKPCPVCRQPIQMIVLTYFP
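system = mammalian cells stably expressing self-ubiquitinating, self-degrading MDM2 E3–luciferase fusion | quantity = 2000 cells per well seeded | incubation = 4 h cell settling then 2 h compound exposure, 37 °C | signal = SteadyLite luminescence, 15 min reagent step | benchmarks = plate control and blank wells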
CHOP inhibitor – inhibitors of CHOP promoter induction, primary screen, cell-based, unfolded protein response, luciferase reporter. CHO-K1 CHOP-promoter luciferase, tunicamycin-induced, 15-18 h. inhibition, % at 10 µM. 220,000 compounds, 3.8% hits;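 active = compounds that reduced the stress-induced luciferase reporter signal by more than about 70% of percent inhibition, limit read from the data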;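 note: 0% = tunicamycin plus vehicle and 100% = wells without tunicamycin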
TNF death inh – inhibitors of TNF-alpha triggered necroptosis, primary screen, cell-based, Jurkat FADD-/-, single concentration; Jurkat FADD-/- TNF necroptosis rescue, ATP luminescence, 24 h; 0 = TNF only, 100 = no-TNF cells; activation (protection from cell death), % at 10 µM; 220,000 compounds, 0.068% hits; AID 463075, 2010;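 active = activation, meaning protection from cell death, of at least 50% relative to plate controls; inactive = activation below 50%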;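 note: necroptosis triggered by 40 ng/mL TNF-alpha added together with compound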
PPC-1+TRAIL kill – compounds killing PPC-1 cancer cells with TRAIL present, primary screen, TRAIL potentiator project, ATPLite luminescence, uHTS. PPC-1 cells + TRAIL, ATPLite viability luminescence. AID 1443, 2008. 220,000 compounds, 0.41% hits. cell killing (% activity), % at 4 µM;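 active = cell killing above 50% in the first pass at 4 µM, then a duplicate retest at 5 µM averaging 50% or more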;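 note: plate controls were cells with TRAIL plus DMSO for no effect and medium-only wells lacking cells for full effect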
zfTRPN1 agonist – zebrafish TRPN1 channel agonists, primary screen, cell-based, HEK293, calcium fluorescence. HEK293 zebrafish TRPN1-YFP, Fluo-8 calcium fluorescence; 100% = response to 87 µM carbachol. activation, % at 3 µM. 220,000 compounds, 0.18% hits. AID 1424, 2008;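 active = activation above its plate's cutoff, the mean activation of test wells on that plate plus 3 SD, cut at about 19% in these data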;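 note: 0% = DMSO alone and 100% = 87 µM carbachol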
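Material: zebrafish TRPN1-YFP in HEK293 cells. Doses: one dose of 3 µM, 0.3% DMSO. Incubation: dye 1 h 37 °C plus 30 min RT. Measured by: intracellular calcium fluorescence with Fluo-8.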
Numbers without * were called inactive; x = no result given.

nr | structure | Runt-SMMHC FRET | TRPML3 ag | p47phox inh | EBV gp42 inh | MDM2 E3 inh | CHOP inhibitor | TNF death inh | PPC-1+TRAIL kill | zfTRPN1 agonist
1 | O=[N+]([O-])/C(C(Cl)=C(Cl)Cl)=C(\Sc1ccccc1)N1CCCCC1 | 2 | 0.7 | -10 | -17 | -5 | 55 | -6.9 | 14 | 0.2
2 | CCCCOc1ccc(/C=C/C(=O)NCCc2nc3ccccc3[nH]2)cc1 | -6 | -1.1 | -12 | -9 | -13 | 61 | 3.8 | 27 | -1.7
3 | Cn1c(=O)n(C)c2cc([N+](=O)[O-])c(N3CCN(S(=O)(=O)c4ccccc4)CC3)cc21 | 0 | 1.4 | 0 | -19 | -16 | -9 | -9.1 | 14 | 3.2
4 | C/C(=N\NC(=O)c1cc2c(s1)CCC(C)C2)c1cccnc1 (centres undefined) | -2 | 0.3 | -10 | 6 | 3 | 7 | -0.8 | 9 | 1.5
5 | O=C(O)C(Cc1ccccc1)N=Cc1c(O)c2ccccc2oc1=O (centres undefined) | 0 | -0.2 | -5 | -8 | -14 | 25 | -6.1 | 3 | -0.4
6 | CN(CC(=O)Nc1ccccc1Cl)C(=O)c1cc(=O)[nH]c2ccccc12 | 0 | 0.8 | -13 | -14 | -6 | 13 | 3.3 | -6 | 0.0
7 | O=C(NCCCN1CCN(c2ccccc2F)CC1)C1CCN(S(=O)(=O)N2CCOCC2)CC1 | 3 | 1.0 | -3 | -13 | -2 | -13 | 1.8 | 8 | -0.2
8 | CC(NC(=O)c1ccccc1F)c1nnc(SCC(=O)N2CCN(c3ccccc3)CC2)n1C (centres undefined) | -1 | 0.5 | 0 | 0 | -20 | 5 | 0.0 | 3 | -0.4
9 | COc1ccc(CCN(C)C(=O)C2CCN(Cc3ccccc3)CC2)cc1OC | -1 | 1.1 | -3 | -13 | -8 | 1 | 0.3 | 13 | 3.8
10 | O=C(CCn1cnc2ccccc2c1=O)Nc1ccc(S(=O)(=O)N2CCCCC2)cc1 | 3 | 1.1 | -2 | -7 | -5 | 12 | 1.8 | 14 | -0.5
11 | O=C(NCCN1CCNCC1)c1ccccn1 | -7 | 0.4 | 0 | -1 | 15 | -5 | 0.5 | 5 | 0.6
12 | Cn1c(CN2CCOCC2)nnc1SCC(N)=O | -1 | 0.7 | -7 | -1 | -18 | 37 | -0.2 | 0 | 0.6
13 | CN1CCN(CC(=O)N(Cc2c(C#N)c3ccccc3n2C)c2ccccc2)CC1 | 4 | 0.5 | -3 | -13 | 4 | 0 | 2.0 | 17 | 0.8
14 | O=C(CSCc1ccccc1Cl)NNC(=O)c1ccccc1 | -10 | 0.6 | -2 | 6 | 8 | 9 | -2.5 | 1 | 0.7
15 | COc1ccc(CCNc2nnc(Sc3nnnn3-c3ccccc3)s2)cc1OC | -4 | 0.7 | -9 | -8 | -7 | x | -11 | -4 | 2.7
16 | Clc1nssc1=Nc1ccc(Br)cc1 | 38 | 4.1 | 20 | -37 | -11 | 106* | -2.1 | 5 | 0.9
17 | CSc1ccccc1NC(=O)Cc1ccccc1 | -2 | 0.2 | 1 | -8 | -8 | 15 | 1.4 | 25 | -0.9
18 | CCCN(CCC(=O)Nc1ccccc1F)CC1CC1 | -5 | 1.3 | -8 | -17 | -1 | -5 | 1.1 | 47 | 0.3
19 | O=C(Nc1ccc(S(=O)(=O)Nc2nccs2)cc1)c1cccc(N2C(=O)c3ccccc3C2=O)c1 | -19 | 0.2 | -94 | -68 | -9 | 4 | 0.8 | 18 | -0.4
20 | CN(C)c1ccc(-c2nnn(CC(=O)N3c4ccccc4CCc4ccccc43)n2)cc1 | -7 | -0.1 | -17 | -11 | -20 | 29 | -6.3 | 11 | 0.2
21 | COCc1cc(=O)n2[nH]c(-c3ccco3)cc2n1 | 4 | 1.4 | 25 | -6 | -4 | 7 | -0.3 | 6 | -0.5
22 | CCC(C)c1ccc(O)c(NC(=S)NC(=O)c2cccnc2)c1 (centres undefined) | 2 | 0.5 | -16 | -5 | x | -2 | -7.4 | 29 | -0.6
23 | CN(C)CCNC(=O)c1cc(Sc2ccc(F)cc2)nc2ccccc12 | 0 | 1.3 | -5 | 0 | -2 | 11 | 7.1 | 20 | 3.2
24 | CCCC(C)NC(=O)c1cccc(Oc2ccccc2)c1 (centres undefined) | -2 | -2.1 | -1 | -20 | -21 | 3 | 12 | 12 | -2.7
25 | c1ccc(-c2nn3c(C4CCCCC4)nnc3s2)cc1 | -3 | -0.5 | -9 | 0 | -7 | 78* | 0.1 | 14 | -0.1
26 | NC(=O)c1nnn(-c2ccccc2)c1N | x | 0.5 | -9 | -12 | -15 | 8 | -1.1 | x | 1.3
27 | Oc1ccc(N=Cc2cc(Br)c(N3CCOCC3)o2)cc1 | 0 | 1.2 | -19 | -82 | -14 | 17 | -1.3 | 15 | 2.3
28 | Cc1ccc(N2C(=O)c3ccccc3C2=O)cc1Cl | -1 | -0.7 | -16 | 5 | -8 | -57 | -2.3 | -10 | -2.0
29 | COCCNc1c2c(c(C#N)c3nc4ccccc4n13)CCCC2 | 75* | -0.4 | -5 | -16 | -28 | 5 | -1.2 | 27 | -1.2
30 | CSc1ccccc1NC(=O)COc1ccc(S(=O)(=O)N2CCCC2)cc1 | 0 | 0.4 | -2 | -2 | 1 | 6 | -0.3 | -12 | -2.1
31 | CC1=C(C#N)S(=O)(=O)C(C#N)C(c2ccccc2)C1 (centres undefined) | 22 | 1.8 | -29 | -5 | 1 | -10 | -5.9 | -14 | 1.9
32 | CCOc1ccc(CCNc2cc(C)nc3ncnn23)cc1OCC | 3 | 0.9 | 5 | -1 | x | -13 | -2.0 | 3 | -0.2
33 | Clc1ccccc1CN(Cc1ccccc1)C(c1cccs1)c1nnnn1C1CCCC1 (centres undefined) | -3 | 0.1 | -9 | -14 | -20 | 18 | -1.3 | 16 | 0.5
34 | O=C(CNC(=O)c1ccccc1)NCc1ccc(Cl)cc1 | 3 | 0.3 | -2 | -2 | -13 | 2 | 0.6 | 19 | -0.5
35 | CC(C)NCc1nnc(-c2ccc(Cl)cc2)o1 | 1 | 1.5 | -5 | 1 | -2 | 24 | 0.4 | 6 | -0.7
36 | O=C(c1cccc(Oc2ccccc2)c1)N1CCN(c2ccccn2)CC1 | 3 | -1.7 | -2 | 6 | -8 | 27 | -0.1 | 39 | -0.4
37 | CCOc1ccc(NC(=O)CC(NCc2ccccn2)C(=O)O)cc1 (centres undefined) | 3 | 0.7 | 0 | -5 | -18 | 9 | -0.1 | 25 | -0.1
38 | COc1ccc(S(=O)(=O)N2CCc3ccccc32)cc1C(=O)Nc1cccnc1 | 0 | 0.5 | 1 | 3 | -2 | 1 | 0.4 | -8 | 0.2
39 | Cn1c(=O)c(C(=O)CN2CCN(S(=O)(=O)c3ccccc3)CC2)c(N)n(Cc2ccccc2)c1=O | 0 | 1.8 | -8 | -25 | -5 | 15 | 2.1 | 19 | -0.9
40 | CCOC(=O)N1CCN(CC(O)COCCC23CC4CC(CC(C4)C2)C3)CC1 (centres undefined) | -6 | 0.6 | -9 | -9 | 1 | 9 | 0.2 | -5 | -0.7

Reprinted from the part before: 3 compounds, then new ones.
nr | structure | Runt-SMMHC FRET | TRPML3 ag | p47phox inh | EBV gp42 inh | MDM2 E3 inh | CHOP inhibitor | TNF death inh | PPC-1+TRAIL kill | zfTRPN1 agonist
38 | COc1ccc(S(=O)(=O)N2CCc3ccccc32)cc1C(=O)Nc1cccnc1 | 0 | 0.5 | 1 | 3 | -2 | 1 | 0.4 | -8 | 0.2
39 | Cn1c(=O)c(C(=O)CN2CCN(S(=O)(=O)c3ccccc3)CC2)c(N)n(Cc2ccccc2)c1=O | 0 | 1.8 | -8 | -25 | -5 | 15 | 2.1 | 19 | -0.9
40 | CCOC(=O)N1CCN(CC(O)COCCC23CC4CC(CC(C4)C2)C3)CC1 (centres undefined) | -6 | 0.6 | -9 | -9 | 1 | 9 | 0.2 | -5 | -0.7
41 | CC(C)C[C@@H](N)c1nnc(SCC(=O)c2ccc(Cl)cc2)o1 | 1 | -0.9 | -16 | -8 | -19 | 28 | 0.6 | -5 | -0.5
42 | Cc1cc(C(=O)COc2ccc3ccc(=O)oc3c2)c(C)n1Cc1cccs1 | 31 | 0.6 | -4 | -7 | -14 | 21 | -0.3 | 11 | 2.8
43 | CCN(CC)C(=O)Oc1ccc2c(=O)c(-c3ccc(OC)cc3)c(C)oc2c1 | 2 | 0.2 | -1 | -18 | 0 | 33 | -2.1 | 1 | 3.4
44 | CC1CCN(c2nnc(-c3ccccc3)c3ccccc23)CC1 | 0 | -0.6 | -6 | -5 | -7 | 12 | 17 | -2 | -2.4
45 | CCOC(=O)Cc1csc(/N=C/c2c(O)n(-c3ccccc3C(F)(F)F)c(=O)c3ccccc23)n1 | -1 | 0.7 | -42 | -23 | -1 | 26 | -9.0 | 18 | 0.6
46 | CC(C)c1cccc(C(C)C)c1NC(=O)Cn1c(=O)cnc2ccccc21 | -1 | -0.3 | -11 | -5 | -15 | 7 | 0.7 | 5 | -1.7
47 | CCOC(=O)C1=C(C)NC(=O)NC1c1ccc2c(c1)OCCO2 (centres undefined) | 6 | 0.2 | 1 | -15 | -16 | 15 | 0.4 | 7 | 0.1
48 | CC(=O)Nc1cccc(NC(=O)c2oc3ccccc3c2C)c1 | -1 | 0.8 | -10 | -7 | -13 | -1 | -2.3 | 25 | 1.6
49 | CC1(CC(=O)N/N=C/c2cc3c(cc2Br)OCO3)OCCO1 | -1 | 0.7 | -5 | -16 | -3 | 7 | 1.5 | 28 | 0.6
50 | COc1cc(OC)cc(C(=O)NCC(=O)OCC(=O)N2CCc3ccccc32)c1 | 3 | -0.4 | 3 | -1 | -12 | 5 | -0.2 | 7 | -1.9
51 | CCOC(=O)C1(CC/C(C)=N\NC(N)=O)CC(C)OC1=O (centres undefined) | 2 | 1.6 | -7 | -6 | 5 | 11 | 0.4 | 24 | -0.2
52 | CCCC(=O)Nc1nnc(SCC)s1 | 2 | -0.1 | -5 | -7 | 9 | -12 | 0.7 | 24 | 0.2
53 | Cc1c(C(=O)NCc2ccccc2Cl)oc2c1C(=O)CCC2 | -1 | -0.8 | -5 | -8 | -12 | 37 | -1.8 | 21 | -0.3
